TRPC4 agonist – activators of mouse TRPC4 channel, primary screen, Fluo4 calcium, HEK293 TRPC4beta/mu-opioid cells | Short transient receptor potential channel 4 (Mus musculus), Q9QUQ5 | Fluo4 calcium fluorescence; active compounds read high | B-score at 10 µM | 0.49% of 310,000 active | AID 2237, 2010;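 active = B-score above 5 SD of library B-scores, and initial fluorescence ratio not above library mean plus 5 SD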;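 note: positive B-score marks a calcium rise read as TRPC4 activation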
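system = HEK293 cells stably co-expressing mouse TRPC4beta and mu-opioid receptor | schedule = Fluo4 dye loading 45 min at room temperature, 110 s recording | measure = B-scored integrated calcium fluorescence ratio | signal = Fluo4 calcium-sensitive dye fluorescence, kinetic, 1 Hz baseline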
KCNK3 block – human KCNK3 channel inhibitors, primary screen, CHO cells, FluxOR thallium flux, B-score; B-score at 10 µM; 0.84% of 340,000 active; FluxOR fluorescence; active compounds read low; Potassium channel subfamily K member 3 (Homo sapiens), O14649;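 active = B-score under library mean minus 4 SD, starting fluorescence ratio at most library mean plus 5 SD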;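 note: more negative B-score means stronger inhibition of thallium flux through KCNK3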
KCNK9 inh – KCNK9 potassium channel inhibitors, primary screen, HEK293 cells, thallium flux; Potassium channel subfamily K member 9 (Homo sapiens), Q9NPC2; FluxOR thallium flux fluorescence; active compounds read low; B-score at 10 µM; 1.2% of 310,000 active; AID 488922, 2010;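 active = ratio B-score over 3 SD below the library mean, with starting fluorescence within 5 SD of its mean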;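 note: negative B-score means less thallium flux so channel inhibition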
KCNQ1 inh – inhibitors of human KCNQ1 channel, primary screen, cell-based, thallium flux, high-throughput. Potassium voltage-gated channel subfamily KQT member 1 (Homo sapiens), P51787. CHO-K1 KCNQ1, FluxOR thallium flux fluorescence; active compounds read high. B-score at 10 µM. 1.3% of 310,000 active. AID 2642, 2010;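 active = compounds whose thallium flux B-score, printed positive for inhibition, exceeds three library SD while starting fluorescence stays within three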;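 note: channel opened by potassium depolarization with thallium stimulus after 20 min compound exposure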
DYRK1A inh – rat Dyrk1A kinase inhibitors, primary screen, biochemical, single point, plate reader. Dual specificity tyrosine-phosphorylation-regulated kinase 1A (Rattus norvegicus), Q63470. ADP-Glo luminescence, NFATc1 peptide. inhibition, % at 12.5 µM. 0.43% of 310,000 active. AID 504441, 2011; in the data active = inhibition above about 50%;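 note: plate controls were vehicle with enzyme for no effect and no enzyme for full effect; many of its hits are not listed in these tables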
KCNQ1 act – potentiators or activators of KCNQ1 channel, primary screen, cell-based, thallium flux, high-throughput; B-score at 10 µM; AID 2648, 2010; 0.35% of 310,000 active; Potassium voltage-gated channel subfamily KQT member 1 (Homo sapiens), P51787; CHO-K1 KCNQ1, thallium flux FluxOR fluorescence; active compounds read high;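 active = fluorescence ratio B-score, a plate-corrected score, at least three library SD, with initial intensity B-score within 5 SD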
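Doses: Single concentration per compound, DMSO matched to controls | Test system: KCNQ1-transfected CHO-K1 cells | Timing: 90 min dye loading and 20 min compound exposure, both at room temperature | Measured by: Kinetic FluxOR thallium fluorescence, 10-s 1-Hz baseline, 110-s post-stimulus read | Medium: Assay buffer with matched DMSO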
TRPC4 PAM – positive allosteric modulators of TRPC4, primary screen, cell-based, mouse TRPC4beta, HEK293 mu-opioid, Fluo-4 calcium; Short transient receptor potential channel 4 (Mus musculus), Q9QUQ5; DAMGO EC20, Fluo-4 Ca2+ flux; active compounds read high; B-score at 10 µM; 0.42% of 310,000 active;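 active = B-score of calcium response area above 5 SD of library B-scores, with initial fluorescence ratio within 5 SD of library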;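 note: B-score of integrated fluorescence ratio over time as area under calcium response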
hERG protect – hERG rescue from dofetilide block, primary screen, cell-based, CHO-hERG, FluxOR thallium flux, dofetilide IC70 | Voltage-gated inwardly rectifying potassium channel KCNH2 (Homo sapiens), Q12809 | dofetilide IC70 present | activation (rescue from dofetilide block), less the hit threshold, % at 10 µM | 0.51% of 310,000 active;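 active = activation above the mean of controls blocked by dofetilide plus 5 SD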;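 note: thallium influx through hERG after potassium depolarization seen as dye fluorescence rise; in these data hits start at about 4.7%; inactives centre near -7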
Target sequence (Q12809 whole entry, looked up): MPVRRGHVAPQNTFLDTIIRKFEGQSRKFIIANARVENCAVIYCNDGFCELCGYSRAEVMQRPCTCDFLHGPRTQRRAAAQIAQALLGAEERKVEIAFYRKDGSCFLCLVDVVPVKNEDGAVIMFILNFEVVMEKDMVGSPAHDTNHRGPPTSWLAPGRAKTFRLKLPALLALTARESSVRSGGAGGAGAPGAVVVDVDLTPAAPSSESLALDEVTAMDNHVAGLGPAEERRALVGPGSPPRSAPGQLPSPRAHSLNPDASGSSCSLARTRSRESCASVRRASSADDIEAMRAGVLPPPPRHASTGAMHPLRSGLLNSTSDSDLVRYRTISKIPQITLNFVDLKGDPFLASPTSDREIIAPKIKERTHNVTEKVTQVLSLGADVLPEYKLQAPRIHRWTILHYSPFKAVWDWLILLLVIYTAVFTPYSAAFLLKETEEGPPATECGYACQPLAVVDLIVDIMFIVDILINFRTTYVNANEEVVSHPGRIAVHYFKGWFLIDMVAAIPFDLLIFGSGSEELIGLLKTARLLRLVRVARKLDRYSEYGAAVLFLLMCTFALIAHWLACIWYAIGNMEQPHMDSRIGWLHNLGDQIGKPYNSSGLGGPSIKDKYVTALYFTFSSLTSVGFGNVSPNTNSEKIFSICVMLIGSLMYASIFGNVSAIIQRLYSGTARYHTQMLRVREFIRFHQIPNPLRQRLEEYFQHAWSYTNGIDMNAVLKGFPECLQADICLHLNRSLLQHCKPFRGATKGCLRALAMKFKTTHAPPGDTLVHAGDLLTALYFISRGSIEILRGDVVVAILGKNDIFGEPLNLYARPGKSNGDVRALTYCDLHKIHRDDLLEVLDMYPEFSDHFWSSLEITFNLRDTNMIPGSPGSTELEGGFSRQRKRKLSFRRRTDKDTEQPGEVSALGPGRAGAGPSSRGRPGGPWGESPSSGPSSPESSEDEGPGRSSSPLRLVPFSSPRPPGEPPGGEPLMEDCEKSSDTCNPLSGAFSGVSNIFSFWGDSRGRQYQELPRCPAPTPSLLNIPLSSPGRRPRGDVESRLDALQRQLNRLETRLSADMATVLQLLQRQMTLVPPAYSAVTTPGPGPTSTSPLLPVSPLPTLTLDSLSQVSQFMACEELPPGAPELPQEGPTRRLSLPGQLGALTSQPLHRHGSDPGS
PolyA inh – polyadenylation inhibitors in yeast reporter cells, primary screen, luminescence, S. cerevisiae. S. cerevisiae SKY197-pL101 polyadenylation reporter, beta-gal luminescence; efflux-impaired pdr1/pdr3 knockout yeast; score 100 = 6 SD above DMSO. calls only at 12 µM. 0.02% of 300,000 active;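 active = lowest replicate activity score at least 50, where 100 means six control SD above control mean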;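 note: yeast exposed to compound for 9 h at 30 °C; higher score means more reporter readthrough which indicates perturbed polyadenylation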
Platelet DG rel – inhibitors of platelet dense granule secretion, primary screen, cell-based, MLPCN, human platelets. inhibition, %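 (compounds screened at 7.5 µM in platelet-rich plasma)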. 0.22% of 300,000 active. AID 1663, 2009. human platelet-rich plasma, SFLLRN dense granule ATP release, luminescence;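 active = mean replicate score, as percent of positive control, at or above 50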
TRPC4 inh – inhibitors of mouse TRPC4 channel, primary screen, Fluo4 calcium, HEK293 TRPC4beta/mu-opioid cells; Short transient receptor potential channel 4 (Mus musculus), Q9QUQ5; DAMGO-evoked Fluo4 calcium flux; active compounds read low; B-score at 10 µM; 0.39% of 300,000 active;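 active = B-score over 3 SD under the library average, no early fluorescence shift, positive overall ratio signal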
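Assay system – HEK293 line stably carrying TRPC4beta and mu-opioid receptor · Doses – single dose · Detection – Fluo4 calcium-dye fluorescence, kinetic read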
Active calls of the source: *; i = inactive; x = not tested or not shown.

Order of values: PolyA inh, TRPC4 agonist, hERG protect, Platelet DG rel, KCNQ1 act, DYRK1A inh, TRPC4 PAM, KCNK3 block, TRPC4 inh, KCNK9 inh, KCNQ1 inh
O=C(c1ccc(=O)oc1)N1CCCc2ccccc21
    i, i, -5, -1, i, 0, i, i, i, i, i
Cc1ccc(NC(=S)Nc2ccc(S(=O)(=O)Nc3ncccn3)cc2)cc1Cl
    i, i, -14, -2, i, x, i, x, i, i, 10*
CCOC(=O)N1CCN(C(=O)c2ccccc2NC(=O)c2ccc(OC)cc2)CC1
    i, i, -8, -8, i, 2, i, i, i, i, i
Cc1ccccc1/C=N/N1CCN(c2ccccc2)CC1
    i, i, -7, -4, i, 6, i, i, i, i, i
COC(=O)c1ccc(COc2cc(O)c3c(c2)OC(C)(C)CC3=O)cc1
    i, i, -6, -1, i, 7, i, i, i, i, i
Cc1cc(NS(=O)(=O)c2ccccc2)c([N+](=O)[O-])cc1C
    i, i, -10, -1, i, -5, i, i, i, i, i
COc1ccc(-n2cnnc2SCC(=O)Nc2cc(S(=O)(=O)N3CCCCC3)ccc2C)cc1
    i, i, -10, -3, i, -1, i, i, i, i, i
CCOC(=O)N1CCC(Nc2c(OCC)c(=O)c2=O)CC1
    i, i, -16, 11, i, 4, i, i, i, i, i
COC(=O)c1cc(Cl)c(NS(=O)(=O)c2ccccc2)cc1OC
    i, i, -7, 2, i, -4, i, i, i, i, i
CC(C)(C)CC(=O)Nc1ccc(Nc2ccccc2)cc1
    i, i, -10, -7, i, 0, i, i, i, i, i
O=C(Cc1ccc(S(=O)(=O)N2CCOCC2)s1)N1CCN(S(=O)(=O)c2cccc(Cl)c2)CC1
    i, i, -9, 14, i, -4, i, i, i, i, i
CN1CCN(c2nc(-c3ccc(Cl)cc3)nc3ccccc23)CC1
    i, i, -12, -1, i, 0, i, i, i, i, i
CC(=O)c1cc(-c2ccccc2)n(CC(=O)NCc2cccs2)c1C
    i, i, -8, -5, i, -9, i, i, i, i, i
CCN1CCN(c2ccc(NC(=O)c3cccnc3)cc2Cl)CC1
    i, i, -2, 4, i, 1, i, i, i, i, i
CC(C)C[C@H](NC(=O)N1c2ccccc2NC(=O)[C@@H]1C(C)C)C(=O)N[C@@H](Cc1ccccc1)C(=O)O
    i, i, -4, 5, i, 2, i, i, i, i, i
CC(C)c1nnc(NC(=O)c2cccnc2)s1
    i, i, -9, 7, i, 4, i, i, i, i, i
Cc1onc(-c2ccccc2)c1C(=O)Nc1nnc(CC(C)C)s1
    i, i, -7, -1, i, -3, i, i, i, i, i
O=C(C[n+]1ccccc1)Nc1nc2ccccc2s1
    i, i, -3, 2, i, -3, i, i, i, i, i
COc1ccc(OCCOC(=O)CNC(=O)c2ccc(Cl)cc2Cl)cc1
    i, i, -10, -10, i, 4, i, i, i, i, i
O=C(COC(=O)CCCNC(=O)c1ccc(Cl)cc1)NCc1ccccc1Cl
    i, i, -1, 5, i, 3, i, i, i, i, i

(more compounds)
Order of values: PolyA inh, TRPC4 agonist, hERG protect, Platelet DG rel, KCNQ1 act, DYRK1A inh, TRPC4 PAM, KCNK3 block, TRPC4 inh, KCNK9 inh, KCNQ1 inh
COc1ccc(-c2nsc(C(=O)N(c3ccc(F)cc3)C(C(=O)NC3CCCC3)c3ccc(OC)cc3)c2N)cc1 (centres undefined)
    i, i, -15, -2, i, 2, i, i, i, i, i
CC(C)(C)c1ccc(COC(=O)CNC(=O)CNC(=O)Cc2ccccc2)cc1
    i, i, -7, -2, i, -1, i, i, i, i, i
COc1ccccc1NC(=O)CSc1nnnn1-c1ccc(C(=O)O)cc1
    i, i, -8, 6, i, x, i, i, i, i, i
Cc1cc(N2CCN(C/C=C/c3ccccc3)CC2)n2ncnc2n1
    i, i, -4, 7, i, x, i, i, i, i, i
CCN(C(=O)c1cc2c(=O)[nH]c3ccc(C)cc3c2s1)c1ccccc1C
    i, i, -16, -2, i, -7, i, i, i, i, i
CS(=O)(=O)NCCSCc1ccc(Cl)cc1
    i, i, -7, -3, i, -1, i, i, i, i, i
CCCC1=NN2C(=N)/C(=C\c3cc(C)n(-c4cc(C)cc(C)c4)c3C)C(=O)N=C2S1
    i, i, -7, 11, i, 1, i, i, i, i, i
Cc1cc(C)c(C#N)c(SCc2nc3ccccc3c(=O)[nH]2)n1
    i, i, -4, 0, i, 0, i, i, i, i, i
c1ccc(CN(Cc2ccco2)C(c2ccncc2)c2nnnn2C2CCCC2)cc1 (centres undefined)
    i, i, -4, -14, i, 2, i, i, i, i, i
CC1=CC(=C(C#N)c2nc3ccccc3s2)C=C(C)N1Cc1ccco1
    i, i, -7, -4, i, -6, i, -13*, i, i, i
Cc1nc2ccccc2c(=O)n1/N=C/C=C/c1ccccc1
    i, i, -6, 11, i, x, i, i, i, i, i
CCCCn1c(N)c(N(CCOC)C(=O)CN(C)S(=O)(=O)c2ccc(Cl)cc2)c(=O)[nH]c1=O
    i, i, -4, 17, i, -3, i, i, i, i, i
CCOc1ccc(C)cc1S(=O)(=O)Nc1cccnc1
    i, i, -5, 3, i, 14, i, i, i, i, i
Cc1ccc(C(=O)NCCN(C)C)c(C)c1
    i, i, -6, 10, i, -5, i, i, i, i, i
COC(=O)c1[nH]c(C)c(/C(O)=C2\C(=O)C(=O)N(CCN(C)C)C2c2ccc(C)o2)c1C (centres undefined)
    i, i, -4, 27, i, 0, i, i, i, i, i
COC(=O)c1cc(NC2c3ccccc3C(=O)N2c2ccc(Cl)cn2)cc(C(=O)OC)c1 (centres undefined)
    i, i, -6, 0, i, 4, i, -11*, i, -8.6*, i
C=CCn1c(C)c(C(C)=O)c(N2CCCC2)nc1=S
    i, i, -9, -1, i, 0, i, i, i, i, i
Cc1ccc(NC(=O)CN2C(=O)NC(C)(c3ccccc3)C2=O)c(C)c1 (centres undefined)
    i, i, -1, -4, i, 24, i, -11*, i, i, i
CSc1nc(=S)cc(C)[nH]1
    i, i, -3, 1, i, -1, i, i, i, i, i
N#Cc1ccsc1NC(=O)C1CCCN1S(=O)(=O)c1cccs1 (centres undefined)
    i, i, -9, 4, i, 17, i, i, i, i, i

(list continues)
Order of values: PolyA inh, TRPC4 agonist, hERG protect, Platelet DG rel, KCNQ1 act, DYRK1A inh, TRPC4 PAM, KCNK3 block, TRPC4 inh, KCNK9 inh, KCNQ1 inh
CCC(C)(C)NC(=O)c1ccc(Sc2nncn2C)c([N+](=O)[O-])c1
    i, i, 3, -9, i, 7, i, i, i, i, i
O=C(COC(=O)c1cc(Br)ccc1O)NCC1CCCO1 (centres undefined)
    i, i, -6, -1, i, 0, i, i, i, i, i
COc1ccc(CNC(=O)NS(=O)(=O)c2ccc(C)cc2)cc1
    i, i, -8, 0, i, 2, i, i, i, i, i
Cc1cccc2c1NC(=O)C21N2CCCC2C(C(=O)c2ccc3ccccc3c2)C12C(=O)Nc1ccccc12 (centres undefined)
    i, i, -15, 0, i, x, i, x, i, i, i
CN(C(=O)c1ccccc1C(=O)c1ccccc1)C1CCS(=O)(=O)C1 (centres undefined)
    i, i, -1, 0, i, -15, i, i, i, i, i
Cc1cccc(NC(=O)COC(=O)c2cc3ccccc3oc2=O)c1
    i, i, -14, 9, i, 11, i, i, i, i, i
Cc1ccc(C(C)C)cc1S(=O)(=O)NCc1ccccn1
    i, i, -2, 13, i, x, i, i, i, i, i
CN1CC(=O)N/C1=N\C(=O)Nc1ccc2c(c1)N(C)C(=O)CS2
    i, i, -3, 1, i, 17, i, i, i, i, i
N#C/C(=C/c1ccc([N+](=O)[O-])cc1)C(N)=O
    i, i, -4, -4, i, 2, i, i, i, i, i
O=C(c1ccc2c(c1)OCO2)N(Cc1cccs1)C1(C(=O)NC2CCCCC2)CCCCC1
    i, i, -12, 1, i, -4, i, i, i, i, i
COc1ccc(/C=N/NC(=O)c2cccc3ccccc23)c(OC)c1OC
    i, i, -4, -10, i, x, i, i, i, i, i
COc1cccc(N2CCN(C(=O)CCCCCNc3nc(=S)[nH]c4ccccc34)CC2)c1
    i, i, -26, -7, i, x, i, i, i, i, i
Cc1nc([N+](=O)[O-])cn1Cc1cccc2ccccc12
    i, i, -1, 12, i, -3, i, i, i, i, i
COC1(OC)N=C(NC(=O)Nc2ccccc2)C2(C#N)C(c3ccccc3)C12C#N (centres undefined)
    i, i, -2, 5, i, 1, i, i, i, i, i
COC(=O)CC(NS(=O)(=O)c1cccs1)c1ccccc1Cl (centres undefined)
    i, i, -6, -4, i, 0, i, i, i, i, i
CCOC(=O)CCSc1nc(C)cc(C(F)(F)F)c1C#N
    i, i, -9, 13, i, 2, i, i, i, i, i
O=C(COc1cccc2cccnc12)Nc1ccccc1N1CCOCC1
    i, i, -10, -3, i, x, i, i, i, i, i
CC(/C=C/c1ccc2c(c1)OCO2)=N/NC(=O)c1ccc(C)nc1
    i, i, -4, 0, i, -4, i, i, i, i, i
OC(CNc1ncnc2sccc12)c1ccccc1 (centres undefined)
    i, i, -12, 6, i, 5, i, i, i, i, i
COc1ccc(C2(c3ccc(OC)cc3)NC(=O)N(CC(=O)N(C)c3ccccc3)C2=O)cc1
    i, i, -6, -5, i, -3, i, i, i, i, i
CC/C(=N\NC(=O)CSCc1ccccc1Cl)c1ccc2c(c1)OCCO2
    i, i, -3, 6, i, -6, i, i, i, i, i
CCCOc1ccc(CNC(=S)N/N=C/c2ccc([N+](=O)[O-])cc2)cc1
    i, i, -10, 0, i, -9, i, i, i, i, i
CCN(CC)S(=O)(=O)c1cc(C(=O)Nc2ccccc2C(=O)O)ccc1OC
    i, i, 2, -3, i, -4, i, i, i, i, i

Some of the compounds tested; the hit share may differ from the screen's.
